Screening results as filed in PubChem.
PfHsp90 set2: reduces growth (ATP signal) of yeast expressing P. falciparum Hsp90. S. cerevisiae expressing PfHsp90, BacTiter-Glo ATP, 48 h; yeast lacking PDR1 and PDR3 efflux regulators. inhibition, % at 9.4 µM. actives 0.32% (n = 310,000). AID 504621;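 active = every replicate shows inhibition above about 80%, whatever the replicate mean, limit read from the data; inconclusive = mean inhibition reaches the set limit but some replicate falls short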;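 also: 0% = DMSO neutral controls and 100% = 20 µM radicicol positive controls; yeast relying on Plasmodium falciparum Hsp90 in place of its own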
DAGLB inh: diacylglycerol lipase beta (human) inhibition; Q8NCG7; HEK293T DAGLB membrane lysate, EnzChek fluorogenic substrate; inhibition, % at 5.17 µM; actives 0.059% (n = 340,000); AID 504411; in the data active = inhibition above about 34%;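 also: 0% = enzyme with vehicle and 100% = wells lacking enzyme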
Target sequence (Q8NCG7 whole entry, looked up): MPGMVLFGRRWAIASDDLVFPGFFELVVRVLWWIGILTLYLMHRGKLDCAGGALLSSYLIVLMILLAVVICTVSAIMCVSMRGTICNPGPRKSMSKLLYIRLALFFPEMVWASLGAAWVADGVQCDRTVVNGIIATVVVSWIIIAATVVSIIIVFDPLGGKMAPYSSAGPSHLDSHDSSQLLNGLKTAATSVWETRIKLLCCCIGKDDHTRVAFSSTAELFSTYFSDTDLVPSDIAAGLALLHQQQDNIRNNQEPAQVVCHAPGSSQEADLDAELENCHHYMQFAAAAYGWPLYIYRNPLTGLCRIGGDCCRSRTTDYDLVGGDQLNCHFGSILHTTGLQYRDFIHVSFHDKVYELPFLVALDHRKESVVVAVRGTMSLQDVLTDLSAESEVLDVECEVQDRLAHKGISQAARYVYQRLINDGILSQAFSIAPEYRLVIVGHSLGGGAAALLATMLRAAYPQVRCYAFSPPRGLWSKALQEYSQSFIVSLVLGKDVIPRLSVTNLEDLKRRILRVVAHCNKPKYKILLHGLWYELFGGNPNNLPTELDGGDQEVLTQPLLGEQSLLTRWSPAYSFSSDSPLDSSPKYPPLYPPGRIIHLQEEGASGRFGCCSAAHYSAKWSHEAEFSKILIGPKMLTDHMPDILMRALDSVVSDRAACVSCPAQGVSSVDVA
PvdQ inh: blocks Pseudomonas aeruginosa PvdQ acylase activity; purified PvdQ acylase, fluorescence plate reader; inhibition, % at 10 µM; actives 0.063% (n = 340,000); in the data active = inhibition above about 30%, passing the limit was not always enough; inconclusive = no clear call, values can overlap the other calls;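 also: 0% = vehicle neutral wells and 100% = reference inhibitor wells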
Tat export inh: E. coli Tat transport inhibition. E. coli MC4100 TorA-mCherry Tat export, fluorescence. inhibition, % at 10 µM. actives 0.036% (n = 340,000). AID 488895;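 active = mean replicate inhibition at least 50% and at least half of replicates individually reaching 50%; inconclusive = only one of the two criteria met; inactive = neither criterion met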;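 also: exported cargo escapes ClpAP degradation while cytoplasmic cargo is degraded and loses fluorescence; 0% = median of neutral control wells and 100% = median of NaSCN control wells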
Wnt bcat act: activators of Wnt/beta-catenin signaling; actives 1.2% (n = 300,000); activation, % at 9.35 µM; Wnt/beta-catenin reporter cell assay, activator, plate reader; in the data active = activation above about 30%, passing the limit was not always enough; inconclusive = no clear call, values can overlap the other calls;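 also: 0% = neutral control wells and 100% = positive control wells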
phage Ecoli inh: E. coli growth loss with phage present; inhibition, % at 11.9 µM; growth absorbance; AID 651602; actives 0.26% (n = 360,000); in the data active = inhibition above about 11%
Ecoli viability: counter-screen for AddAB inhibitors: E. coli growth inhibition; E. coli V3065 growth, OD600 absorbance, 18 h; inhibition, % at 11.9 µM; actives 0.27% (n = 330,000); AID 449728;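 active = inhibition above the campaign's mean inhibition across all tested compounds plus 3 SD, cut at about 9.9% in these data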;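 also: uninfected addAB+ strain grown without phage in ampicillin broth; 0% = DMSO wells and 100% = ciprofloxacin 0.95 µg/ml wells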
CAL PDZ inh: inhibitors of human CAL PDZ peptide binding | inhibition, % at 20 µM | purified CAL PDZ, TMR-peptide fluorescence polarization, 1 h | actives 0.02% (n = 330,000);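 active = highest replicate inhibition of at least 40%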;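 also: plate controls were DMSO neutral control wells for no effect and unlabeled competitor peptide control wells for full effect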
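Material: tagged CAL PDZ domain; buffer or medium: 25 mM sodium phosphate pH 7.4, 150 mM NaCl, TCEP, IgG, Thesit; compound dosing: single point, 20 µM; schedule: 1 h incubation at room temperature before polarization reading; measured by: FP readout, S and P plane fluorescence; read-out basis: percent inhibition from loss of millipolarization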
Rtt109 HAT inh: C. albicans Rtt109 histone acetyltransferase inhibition; purified Rtt109/Vps75, ThioGlo CoA-SH fluorescence, 4 h; inhibition, % at 34.9 µM; actives 0.16% (n = 330,000); AID 540336;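 active = inhibition of at least 50% in every replicate; inconclusive = best replicate reaches 50% inhibition but some replicates fall short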
Target sequence (Q5AAJ8 whole entry, looked up): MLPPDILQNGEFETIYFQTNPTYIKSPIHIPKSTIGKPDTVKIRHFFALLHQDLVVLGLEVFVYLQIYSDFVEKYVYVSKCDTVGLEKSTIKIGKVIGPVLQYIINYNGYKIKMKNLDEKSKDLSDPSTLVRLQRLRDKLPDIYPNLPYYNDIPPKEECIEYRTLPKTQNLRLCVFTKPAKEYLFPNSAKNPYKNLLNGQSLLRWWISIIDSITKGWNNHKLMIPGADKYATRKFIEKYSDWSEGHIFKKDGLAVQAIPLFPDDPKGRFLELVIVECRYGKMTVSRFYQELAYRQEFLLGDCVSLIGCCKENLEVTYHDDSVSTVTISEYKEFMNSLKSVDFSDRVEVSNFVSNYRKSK
AddAB inh: less growth of phage-infected E. coli with AddAB | AID 435030 | E. coli expressing H. pylori AddAB, absorbance growth | inhibition, % at 11.9 µM | actives 0.29% (n = 330,000); in the data active = inhibition above about 12%;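 also: 0% = vehicle wells of infected cells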
* hit, by the source's call; u = inconclusive; x = no result given.

SMILES	PfHsp90 set2	DAGLB inh	PvdQ inh	Tat export inh	Wnt bcat act	phage Ecoli inh	Ecoli viability	CAL PDZ inh	Rtt109 HAT inh	AddAB inh
Nn1c(SCC(=O)Nc2ccc(S(N)(=O)=O)cc2)nnc1C(F)(F)F	-14	-2	1	0	0	2.9	-1.5	1.7	7	-1.2
Cc1cc(C)n(C(=O)c2cccc([N+](=O)[O-])c2C)n1	-3	-2	-4	-2	1	-0.8	1.2	-1.8	8	-0.2
CC(C)c1ccc(O)c(NC(=S)NC(=O)c2cccnc2)c1	-16	2	-14	4	2	-1.1	-6.5	0.0	-3	-5.2
O=C(CC1=NCCNC(c2ccccc2)C1)c1ccccc1O (stereo not given)	17	-3	-10	-5	-3	5.6	0.7	-2.9	-8	-0.7
COc1ccccc1-c1nnc(SCC(=O)Nc2ccc(S(N)(=O)=O)cc2)n1C	17	-5	-18	-10	-3	1.8	-0.2	0.1	0	1.9
Cc1cccc(NS(=O)(=O)c2cccc(C(=O)N3CCN(c4ccccn4)CC3)c2)c1	-20	4	-11	15	-2	3.1	-0.4	-1.7	2	5.7
Cc1nc2ccccn2c1/C(O)=C1\C(=O)C(=O)N(CCN(C)C)C1c1ccco1 (stereo not given)	-19	3	-15	u	0	4.3	-0.3	-3.2	-7	0.9
Cc1ccnc2nc(C(=O)OCC(=O)Nc3ccccc3C(C)(C)C)nn12	-7	-1	4	5	-2	-1.2	0.5	-1.4	-21	-0.2
S=C(c1ccccc1)N1CCN(C(=S)c2ccccc2)CC1	12	3	-10	4	x	4.0	3.0	-1.2	-2	1.9
COc1cc(NC(=O)c2ccc(-c3ccc(Br)cc3)o2)ccc1NC(=O)C(C)C	33	-1	-4	21	-2	2.6	-2.7	0.6	3	1.4
CN(Cc1ccccc1)C(=O)COC(=O)c1ccccc1NS(=O)(=O)c1cccc(N)c1	2	-2	-10	-2	-3	3.1	3.0	-1.1	-7	0.0
COc1ccc(-c2nnc(SCC(=O)NCc3cccs3)n2C(C)C)cc1	14	1	-6	1	x	1.8	0.0	-0.5	-3	0.2
C=CC[C@H](CC(=O)N(CCO)Cc1ccccc1)C(=O)N[C@@H](COC(=O)[C@H](CC=C)CC(=O)OC(C)(C)C)Cc1c[nH]c2ccccc12	-7	0	-7	20	-4	1.7	-0.6	0.8	0	-0.8
Cc1ccc(N(C(=O)C2CCCO2)C2C=CS(=O)(=O)C2)cc1Cl (stereo not given)	11	2	-10	-8	-1	3.0	5.0	-3.2	0	1.8
COCCN(C(=O)c1cccc(OC)c1)c1nnc(-c2ccncc2)s1	0	0	-15	-5	x	3.0	1.5	x	-9	-0.4
CC(C)(CN1CCCCC1)NS(=O)(=O)c1ccc(Cl)cc1	-15	-2	-11	-4	x	3.0	1.8	1.7	-3	2.0
Cc1ccccc1CC(=O)NCCN1CCOCC1	6	-1	-6	0	0	2.3	1.7	0.4	-4	2.0
CC(=O)C1=C(Nc2ccc(C)cc2)CC(C)(O)C(C(C)=O)C1c1ccco1 (stereo not given)	11	4	-9	5	0	1.5	-1.5	-1.2	8	3.9
COc1ccc(N(C(=O)c2snc(C(N)=O)c2N)C(C(=O)NC2CCCCC2)c2ccc(C)o2)c(OC)c1 (stereo not given)	7	3	-4	14	-2	0.1	0.0	-0.9	-1	-1.0
CCCOc1ccccc1C(=O)NC(CO)C(=O)O (stereo not given)	x	0	7	-7	x	0.2	-1.3	-1.1	x	3.6
O=C(NCCCO)c1cc2c(cn1)[nH]c1ccccc12	-3	1	-7	-6	1	-0.9	x	-1.0	-7	x
COC(=O)c1ccc(NC(=S)N2CCCC2)cc1	-9	3	42*	11	1	3.9	-1.6	0.1	2	2.3
CCOC(=O)Cc1csc(NS(=O)(=O)c2ccc([N+](=O)[O-])cc2)n1	1	4	1	-6	1	5.3	5.2	-0.4	3	5.1
CC1CN/C(=C\C(=O)c2ccccc2)C(=O)N1 (stereo not given)	3	0	-8	-3	x	2.6	1.2	0.0	25	3.3
O=C(CCSCc1ccc(Cl)cc1)NC1CCCC1	11	-3	-7	-6	0	1.3	-1.2	-3.0	4	1.2
Cc1cccc(N(C(=O)CCC(=O)Nc2ccccn2)C(C(=O)NC(C)C)c2ccc(F)cc2)c1 (stereo not given)	19	1	-11	-5	-1	3.3	1.4	0.4	8	4.3
CCOc1ccccc1NC(=O)c1c(Br)cnn1C	12	-5	3	-1	x	1.5	2.6	-1.2	0	-0.2
Cn1cnnc1SCC(=O)Nc1ccccc1C(=O)NC1CC1	x	2	3	-3	x	2.9	-2.9	-0.1	-2	1.9
COc1ccccc1C(=O)C1CCCN(C(=O)c2cnn(C(C)C)c2)C1 (stereo not given)	-3	-3	0	1	0	-2.4	-1.8	0.1	7	3.0
NC(=O)CC(NC(=O)Cc1ccc(Br)cc1)c1ccc(NC2CCCCCC2)c([N+](=O)[O-])c1 (stereo not given)	0	9	-5	5	0	1.9	0.8	0.1	-9	4.7
CCOc1ccc(NC(=O)CCn2c(=S)oc3ccccc32)cc1	-13	0	-18	0	1	2.5	-1.2	-1.0	2	-1.0
COc1ccc(-c2ccnc3nc(-n4cccc4)nn23)cc1	-12	-2	-14	-4	x	2.9	-0.4	-1.6	11	2.2
COc1ccc(S(=O)(=O)N/N=C(/C)c2ccncc2)cc1OC	21	0	-8	0	-3	3.1	x	-1.5	-18	x
Cc1ccc(S(=O)(=O)n2oc(=O)c(C3CCCCC3)c2N)cc1	-10	2	4	-7	-5	2.9	x	0.8	1	x
CC(=O)Nc1ccc(NC(=O)c2ccccc2S(=O)(=O)c2ccc([N+](=O)[O-])cc2)cc1	-9	0	-12	3	-2	2.8	-0.6	0.1	2	-0.1
Cc1cccc(CC2CC(=O)N(CCc3ccc4c(c3)OCO4)C2=O)c1 (stereo not given)	16	0	-11	-2	-1	2.1	-0.8	-1.0	-1	-2.2
CC1(C)CC2(CC(c3cccs3)c3cc(Cl)c(O)cc3O2)NC(=S)N1 (stereo not given)	-6	2	-6	4	x	3.9	-2.1	x	-5	1.0
COc1ccc(NC(=O)COc2ccccc2)cc1NC(=O)c1ccco1	-3	-5	8	7	14	3.5	0.3	-1.7	6	0.5
O=C(N1CCOCC1)N(CCN1CCOCC1)Cc1cccc(Cl)c1	-2	-4	-4	3	-2	1.4	-4.2	0.4	2	1.6
CC(C)NC(=O)CC(=O)NN=C1CCCCC1	23	1	-3	-4	0	3.0	-0.9	-0.9	-4	2.2
O=C(Nc1ccc(Cl)cc1F)c1ccc2c(c1)C(=O)N(Cc1ccncc1)C2=O	x	x	x	x	-7	0.8	-1.1	x	x	1.2
CCOC(=O)C1CCN(C(=O)Nc2ccc3nccnc3c2)CC1	8	-2	-20	2	-1	2.0	0.4	x	5	4.3
CCCCCCc1cc2cc(C(=O)Nc3cccc(OC)c3)c(=O)oc2cc1O	-9	-2	6	-14	-1	2.4	-0.4	-1.3	-7	2.0
O=c1[nH]c(-c2ccccc2)c(-c2ccccc2)[nH]1	-3	4	-8	-4	-3	0.8	-0.6	-2.2	x	-2.7
CCOCCCNC(=O)CN(c1cc([N+](=O)[O-])ccc1OC)S(C)(=O)=O	23	2	-3	16	8	4.0	-0.5	x	-3	2.9
CCOC(=O)C1C(=O)OC(C)(C)C1C(CC)C(=O)c1ccccc1 (stereo not given)	-10	5	7	-1	1	4.8	0.3	-2.0	7	2.2
Cn1c(SCC(=O)NC2(C#N)CCCCC2)nnc1-c1cccnc1	-6	2	-12	-3	-1	2.2	-1.4	0.1	3	1.3
CCOC(=O)c1cc2c(nc1NC(=S)Nc1ccccc1)CC(C)(CC)OC2 (stereo not given)	-17	-1	2	-3	9	2.0	2.5	-1.2	6	1.6
COc1ccc(N2CCN(CCCNC(=S)Nc3c(C)cccc3C)CC2)cc1	21	2	-6	-3	0	0.2	0.5	-1.2	-3	0.3
CCn1nnc2cc(C(=O)OCC(=O)N(C)Cc3cccc(F)c3)ccc21	-11	-3	-17	-1	-7	2.6	-1.0	-1.1	-6	-0.8
O=C(CSc1nccn1Cc1ccccc1)NCc1ccccc1	-33	-1	6	9	-1	3.0	0.9	-0.8	6	1.8
NS(=O)(=O)c1ccc(CCNC/C=C/c2ccccc2)cc1	-9	-2	-4	-9	1	3.9	0.2	-1.1	-6	2.5
Cc1ccc(-n2nc(C(=O)c3ccccc3)n3c(=O)c(Cc4ccccc4)nnc23)cc1	24	-13	-2	2	x	-3.3	1.2	0.9	-5	3.7
CCOC(=O)c1c(/N=C/C2=C(O)CCCC2=O)sc2c1CCCC2	x	x	x	x	4	2.1	-0.2	x	x	0.3

12 entries from above, with two lines to a compound:
Screens in order – PfHsp90 set2	DAGLB inh	PvdQ inh	Tat export inh	Wnt bcat act	phage Ecoli inh	Ecoli viability	CAL PDZ inh	Rtt109 HAT inh	AddAB inh
- Nn1c(SCC(=O)Nc2ccc(S(N)(=O)=O)cc2)nnc1C(F)(F)F
→ -14	-2	1	0	0	2.9	-1.5	1.7	7	-1.2
- Cc1cc(C)n(C(=O)c2cccc([N+](=O)[O-])c2C)n1
→ -3	-2	-4	-2	1	-0.8	1.2	-1.8	8	-0.2
- CC(C)c1ccc(O)c(NC(=S)NC(=O)c2cccnc2)c1
→ -16	2	-14	4	2	-1.1	-6.5	0.0	-3	-5.2
- O=C(CC1=NCCNC(c2ccccc2)C1)c1ccccc1O (stereo not given)
→ 17	-3	-10	-5	-3	5.6	0.7	-2.9	-8	-0.7
- COc1ccccc1-c1nnc(SCC(=O)Nc2ccc(S(N)(=O)=O)cc2)n1C
→ 17	-5	-18	-10	-3	1.8	-0.2	0.1	0	1.9
- Cc1cccc(NS(=O)(=O)c2cccc(C(=O)N3CCN(c4ccccn4)CC3)c2)c1
→ -20	4	-11	15	-2	3.1	-0.4	-1.7	2	5.7
- Cc1nc2ccccn2c1/C(O)=C1\C(=O)C(=O)N(CCN(C)C)C1c1ccco1 (stereo not given)
→ -19	3	-15	u	0	4.3	-0.3	-3.2	-7	0.9
- Cc1ccnc2nc(C(=O)OCC(=O)Nc3ccccc3C(C)(C)C)nn12
→ -7	-1	4	5	-2	-1.2	0.5	-1.4	-21	-0.2
- S=C(c1ccccc1)N1CCN(C(=S)c2ccccc2)CC1
→ 12	3	-10	4	x	4.0	3.0	-1.2	-2	1.9
- COc1cc(NC(=O)c2ccc(-c3ccc(Br)cc3)o2)ccc1NC(=O)C(C)C
→ 33	-1	-4	21	-2	2.6	-2.7	0.6	3	1.4
- CN(Cc1ccccc1)C(=O)COC(=O)c1ccccc1NS(=O)(=O)c1cccc(N)c1
→ 2	-2	-10	-2	-3	3.1	3.0	-1.1	-7	0.0
- COc1ccc(-c2nnc(SCC(=O)NCc3cccs3)n2C(C)C)cc1
→ 14	1	-6	1	x	1.8	0.0	-0.5	-3	0.2
